Screening results as filed in PubChem BioAssay.
hgDAF-12 ag – hgDAF-12 agonism, primary luciferase screen; HEK293 GAL4-hgDAF12 UAS-luciferase reporter, agonist luminescence; normalized to butyrate control; activation, % at 6.8 µM; actives 1.8% (n = 370,000); AID 687014;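 active means activation above a cutoff set at the mean of all screened compounds plus 3 SD, cut at about 10% in these data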;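 further: 0% = DMSO wells and 100% = sodium butyrate wells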
NPR1 activator – GC-A (human) enzyme activation; P16066; HEK293 GC-A cells, cGMP TR-FRET, EC30 ANP; 0% at EC30 ANP, 100% saturating ANP; activation, % at 10 µM; actives 0.14% (n = 370,000); in the data active means activation above about 40%
ssDAF12 agonist – activates DAF-12 receptor from parasite S. stercoralis | HEK293 ssDAF-12/GRIP1 lit1-tk-luc reporter, luminescence; % of 3 µM dafachronic acid response | activation, % at 6.8 µM | actives 1% (n = 370,000) | AID 652126;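 active means activation above the mean over all tested compounds plus 3 SD, cut at about 0.9% in these data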;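 further: 0% = DMSO-only wells and 100% = 3 µM delta7-dafachronic acid wells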
PG9 binder – binds the HIV-1 gp120 antibody PG9; TR-FRET gp120-PG9 antibody binding; actives 0.43% (n = 360,000); inhibition, % at 6.7 µM; AID 624416; in the data active means inhibition above about 8.5%
SMARCA2 activ – increases SMARCA2 function in MMTV reporter cells. MG213 cells, MMTV-luciferase reporter, dexamethasone, overnight. activation, % at 9.1 µM. actives 1% (n = 370,000). AID 652017; in the data active means activation above about 7.8%;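 further: 0% = vehicle wells and 100% = reference activator wells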
DAX1 inh-1 – inhibits human nuclear receptor DAX1; HEK293 Gal4-DAX1 luciferase reporter, luminescence; actives 0.99% (n = 340,000); AID 504766; P51843; inhibition, % at 6.75 µM;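 active means inhibition above the mean over all tested compounds plus 3 SD, cut at about 4.2% in these data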;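 further: 0% = DAX1-transfected cells with DMSO and 100% = empty-vector control cells with DMSO; inhibition shows as a rise in luminescence from relieved DAX1 repression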
Target sequence (P51843 207-470 limits assumed): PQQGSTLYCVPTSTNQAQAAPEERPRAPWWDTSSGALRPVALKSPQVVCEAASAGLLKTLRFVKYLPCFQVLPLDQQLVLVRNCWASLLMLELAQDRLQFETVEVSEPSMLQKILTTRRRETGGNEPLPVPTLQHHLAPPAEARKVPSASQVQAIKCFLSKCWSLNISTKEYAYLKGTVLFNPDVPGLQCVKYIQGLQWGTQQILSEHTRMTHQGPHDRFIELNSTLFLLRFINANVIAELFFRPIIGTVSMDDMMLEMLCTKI
ADAM10 inh – inhibits human ADAM10 | O14672 | recombinant ADAM10, EDANS/DABCYL FRET peptide cleavage, 3 h | inhibition, % at 7 µM | actives 0.62% (n = 370,000);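 active means inhibition above a per-campaign cutoff equal to the mean of compounds falling between control-based bounds plus 3 SD, cut at about 20% in these data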;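 further: 0% = DMSO wells while the 100% control is not disclosed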
DAX1 inh-2 – blocks DAX1 repression of SF-1 activated StAR promoter. HEK293T StAR-luciferase reporter, SF-1/DAX-1 repression relief. inhibition, % at 6.8 µM. actives 1.1% (n = 370,000). AID 652010;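 active means inhibition above the mean over all tested compounds plus 3 SD, cut at about 3.6% in these data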;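 further: 0% = DAX-1 cells with DMSO and 100% = cells lacking DAX-1 with DMSO; higher inhibition means more luminescence from relief of DAX-1 repression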
GAA850 FXN act – activators of GAA850 frataxin (FXN) promoter; HEK293 lucGAA850 FXN promoter luciferase reporter, 24 h; percent of 10 µM SAHA response; activation, % at 6 µM; actives 0.56% (n = 360,000);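 active means activation above the average of all compounds screened plus 3 SD, cutoff fixed separately per campaign, cut at about 7.5% in these data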;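 further: 0% = DMSO wells and 100% = 10 µM SAHA wells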
ADAM17 inh – ADAM17 inhibition, QFRET primary screen; actives 0.83% (n = 370,000); inhibition, % at 6.95 µM; recombinant ADAM17, EDANS/DABCYL FRET peptide cleavage; P78536;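 active means inhibition above the mean of compounds lying between control limits plus 3 SD, set per campaign, cut at about 8.5% in these data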;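 further: 0% = DMSO-only wells as the low control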
Target sequence (P78536 215-824 limits assumed): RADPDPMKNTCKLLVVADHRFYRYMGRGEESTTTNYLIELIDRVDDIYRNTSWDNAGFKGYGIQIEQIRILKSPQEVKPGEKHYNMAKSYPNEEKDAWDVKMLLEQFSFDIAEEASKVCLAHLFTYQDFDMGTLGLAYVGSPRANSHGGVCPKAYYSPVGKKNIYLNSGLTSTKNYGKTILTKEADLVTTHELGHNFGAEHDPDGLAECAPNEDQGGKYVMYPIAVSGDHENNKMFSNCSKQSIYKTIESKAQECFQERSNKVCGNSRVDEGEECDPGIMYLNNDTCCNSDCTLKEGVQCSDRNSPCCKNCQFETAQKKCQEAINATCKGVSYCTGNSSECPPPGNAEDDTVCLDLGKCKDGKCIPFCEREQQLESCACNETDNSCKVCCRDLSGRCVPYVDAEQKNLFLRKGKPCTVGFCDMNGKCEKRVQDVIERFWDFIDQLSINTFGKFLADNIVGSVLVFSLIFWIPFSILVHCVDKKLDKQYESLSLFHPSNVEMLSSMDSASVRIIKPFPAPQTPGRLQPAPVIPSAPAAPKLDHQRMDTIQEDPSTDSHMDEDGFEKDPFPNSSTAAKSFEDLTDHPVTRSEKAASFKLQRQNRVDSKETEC
hcDAF-12 act – activates DAF-12 receptor from parasite H. contortus | HEK293 hcDAF-12 lit1-tk-luc reporter, luminescence; 0% DMSO, 100% Δ7-dafachronic acid | activation, % at 6.8 µM | actives 1.4% (n = 370,000) | AID 652067;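 active means activation above the mean of all tested compounds plus 3 SD, cut at about 5.5% in these data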;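 further: 100% = response to 3 µM Δ7-dafachronic acid high control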
Numbers without * were called inactive; i = inactive; . = no result given.

SMILES	hgDAF-12 ag	NPR1 activator	ssDAF12 agonist	PG9 binder	SMARCA2 activ	DAX1 inh-1	ADAM10 inh	DAX1 inh-2	GAA850 FXN act	ADAM17 inh	hcDAF-12 act
COc1cccc(-c2nc(CS(=O)(=O)CC(=O)N3CCc4ccccc4C3)c(C)o2)c1	-1.6	-14	-1.3	-1.2	-1	-0.3	-13	-1.1	-0.1	1	-2.6
Cc1ccc(N2C(=O)CC(Sc3nc(-c4ccccc4)c4cc(Cl)ccc4n3)C2=O)c(C)c1 (configuration not stated)	-1.3	-7	-1.4	-0.2	0	0.8	-4	-0.5	-1.4	-3	-0.8
CCCc1cc(=O)oc2c(C)c(OCC(=O)NC3CC(C)(C)NC(C)(C)C3)ccc12	2.9	4	-1.2	-0.2	0	0.6	-87	-0.6	1.8	-22	-0.1
Cc1ccccc1CN(c1ccc(C(=O)Nc2ccccc2C(=O)NCc2ccco2)cc1)S(C)(=O)=O	-4.5	0	-2.0	3.2	-6	-1.6	26*	-1.0	-4.7	8	-2.3
CN(C)CC/C=C1\c2ccccc2Sc2ccc(Cl)cc21	5.9	-33	-0.9	0.2	-3	-0.1	-3	0.3	-0.8	-4	-0.6
O=c1c2ccccc2sc2ccccc12	1.5	-3	-0.7	-1.4	8.5*	1.8	-219	0.7	2.8	-54	1.6
COc1ccc(-c2noc(CSc3nc4ccccc4c(=O)n3-c3ccccc3)n2)cc1	-1.6	6	-1.5	-0.7	-2	1.2	-4	0.8	0.3	-5	-1.8
O=C1CC2(CON=C2c2ccc(F)cc2)C(=O)N1c1ccc(F)cc1 (configuration not stated)	0.6	2	-1.4	-0.8	0	-0.3	-10	-0.4	2.5	-4	-0.8
Cc1noc(C)c1COc1cccc(C(=O)N(C)Cc2nc3ccccc3c(=O)[nH]2)c1	1.9	-4	-1.8	0.5	0	-0.2	-8	1.3	1.7	-3	3.5
O=C(Nc1ccc(Cl)cc1)OCCN1CCOCC1	3.4	-2	-0.1	1.1	2	2.7	-23	0.0	2.9	-7	-1.5
COc1ccc(-n2nc3cc(C)c(N)c(Br)c3n2)cc1	14*	12	3.2*	0.8	8.4*	3.4	-159	5.2*	6.6	-39	20*
COc1ccc(CCNC(=O)CC2SC(=Nc3cc(C)cc(C)c3)NC2=O)cc1OC (configuration not stated)	-4.0	-3	-2.0	0.7	-3	-0.5	2	0.1	-0.2	-4	-2.0
Cc1ccc(C(=O)N2CCCCC2C(=O)O)o1 (configuration not stated)	-2.1	-4	-1.3	0.6	-1	-0.1	0	0.2	1.6	-2	0.1
COc1ccc(CN2CCCC(C(=O)Nc3cccc(-n4cccn4)c3)C2)c(F)c1 (configuration not stated)	-2.9	-1	-1.1	-2.8	1	-0.5	3	-2.0	-1.1	-3	-0.8
Nc1ccn(CC(=O)N2CCN(c3ccccn3)CC2)c(=O)n1	-0.3	-1	-1.4	0.6	-1	-0.2	-24	0.1	2.4	-8	-0.7
O=C(NCc1cccnc1)c1ccc(NC(=O)c2ccc(Br)cc2)cc1	-6.9	6	-2.4	-1.7	-3	-2.6	-8	-2.1	2.0	-1	-6.2
Cc1ccc(NC2=C(NC(=O)c3ccccc3)C(=O)c3ccccc3C2=O)cc1Cl	2.2	-8	-0.2	-3.1	-2	-0.1	4	-1.1	-3.3	2	-0.3
O=C(O)C1=C(C(=O)Nc2cccc(C(F)(F)F)c2)CCCC1	2.0	1	-1.5	-2.1	-2	0.5	-1	-0.3	-0.1	0	0.2
Cc1ccc(OCCC(=O)OCC(=O)Nc2cc(S(=O)(=O)N(C)C)ccc2C)cc1	-2.1	1	-1.4	2.4	1	2.3	0	1.6	0.4	1	-0.4
COc1ccccc1N=c1oc2cc(O)ccc2cc1C(N)=O	7.7	8	-0.8	-0.8	7	-1.3	i	1.3	-1.3	i	0.3
CN(C)C(=O)c1ccc(NC(=O)c2cc(-n3cnnc3)ccc2Cl)cc1	-4.1	1	-1.0	0.6	-1	0.6	-10	-0.4	1.2	-2	-3.3
O=C(Nc1ccc2snnc2c1)N1CCSCC1	1.7	1	-0.5	-1.9	3	0.8	-23	-1.1	2.3	-6	-0.4
O=C(CN1CCN(c2ccc(O)cc2)CC1)Nc1ccccc1C(=O)NCCc1ccccc1	-2.7	2	-1.2	5.6	-2	-2.1	-9	-6.0	-3.2	-2	-1.9
Cc1cc(NC(=O)c2c(Cl)c(C)nn2C)no1	-1.4	2	-0.5	-0.9	-1	-0.4	-1	-0.1	0.1	-3	0.8
COC(=O)c1ccc(NC(=S)NN2CCOCC2)cc1	11*	1	0.0	-2.6	-1	2.3	6	1.0	0.2	1	0.9
Other entries follow:
SMILES	hgDAF-12 ag	NPR1 activator	ssDAF12 agonist	PG9 binder	SMARCA2 activ	DAX1 inh-1	ADAM10 inh	DAX1 inh-2	GAA850 FXN act	ADAM17 inh	hcDAF-12 act
Cc1ccc2nc(-c3cccc(Cl)c3)c(Cc3ccccc3C(F)(F)F)n2c1	8.8	-4	0.1	-1.6	4	.	-14	3.1	.	-6	4.6
CCOC(=O)C1=C(OCc2ccc(Cl)cc2)C2C=C(C)C=CC2N=C1 (configuration not stated)	-2.6	29	-1.3	1.3	-1	-0.7	4	-0.8	-0.5	-1	-2.3
O=c1oc2ccccc2cc1-c1nnc(NCc2ccco2)s1	12*	19	0.3	0.9	7	2.0	-456	3.9*	6.6	-119	5.1
CCC(C)(C)NC(=O)C(c1ccc(OC)cc1)N(C(=O)CCC(=O)Nc1cc(C)on1)c1ccc(OC)c(OC)c1 (configuration not stated)	-0.4	-4	-1.4	-1.3	4	0.9	18	-0.2	1.3	1	-2.5
CCCCCC(=O)N/N=C(\C)c1ccccn1	3.7	5	-1.4	-2.6	-1	0.1	-6	0.0	-3.4	-4	-2.0
CCOc1ccc(S(N)(=O)=O)cc1-c1nc2c(C(C)(C)C)nn(C)c2c(=O)[nH]1	2.9	52*	-1.1	-1.4	4	0.8	6	-0.5	0.8	3	-1.7
COc1ccc(S(=O)(=O)Nc2ccc(S(=O)(=O)N3CCOCC3)cc2)cc1C	7.3	-3	-0.7	-2.6	0	-1.2	0	-0.6	0.1	-3	1.3
COC(=O)CC1SC(=O)NC1=Nc1ccc(O)cc1 (configuration not stated)	-1.6	-4	-0.8	0.4	-1	0.4	-6	-0.5	-0.8	-3	-2.3
COc1ccc(C(=O)N=c2nc3ccccn3s2)cc1	17*	2	1.3*	2.0	3	-0.9	6	3.1	-3.3	-5	14*
O=C(Nc1ccncc1)C1CCN(S(=O)(=O)c2ccc(Cl)cc2)CC1	-2.1	1	-0.8	-2.9	-2	-1.8	0	-2.2	-1.5	-2	-1.7
COC(=O)c1nc2cc3c(cc2c(C)c1C(=O)OC)OCO3	0.1	3	-1.4	1.2	1	0.0	-110	-0.2	-1.7	-23	0.5
COc1ccc(CNC(=O)Nc2cc(C)ccc2C)cc1	1.8	7	-0.8	-1.9	4	-0.3	4	-0.1	1.2	2	1.3
Cn1c(N)c(C(=O)COC(=O)c2ccc3c(c2)OCCO3)c(=O)n(C)c1=O	2.3	1	-1.3	0.4	-2	0.2	-4	-0.1	0.7	-5	-0.5
CC(C)CN(C(=O)C1=COCCO1)c1c(N)n(Cc2ccccc2)c(=O)[nH]c1=O	-0.2	7	-1.1	1.6	0	2.0	-22	-0.2	0.1	-8	-0.6
CNS(=O)(=O)c1ccc(C(=O)NCC(=O)NCC2COc3ccccc3O2)cc1 (configuration not stated)	1.1	5	-0.1	0.1	1	0.5	-6	1.7	-0.4	-1	-0.5
CCN1CCC2(CC1)N=C(c1ccc(F)cc1)C(=S)N2C(=O)c1ccc(C)cc1	6.3	20	-0.1	-1.2	1	-0.3	8	1.8	1.0	0	0.3
CCCCN1C(=O)CC(C(=O)O)C1c1ccc(OC)cc1 (configuration not stated)	-2.0	-1	-0.8	0.3	0	-1.2	-4	0.6	-2.3	-4	-0.5
Cc1cccc(NC(=O)CSc2nc(-c3ccccc3)c(C#N)c(=O)[nH]2)c1C	0.6	4	-1.3	5.5	-2	0.5	1	-0.5	-0.1	-3	-0.2
CCCCCCCC(=O)N/N=C/c1ccncc1	3.2	3	-0.8	0.1	-2	-2.1	-8	-0.3	-0.6	-4	-1.9
COc1cc(CNC(=O)c2cc(-c3cc(Cl)ccc3C)n[nH]2)cc(OC)c1	3.0	5	-1.0	0.5	-6	.	2	-0.9	-1.2	0	-2.1
COc1cccc(C(NC(C)=O)c2nc(-c3ccc(N(C)C)cc3)cs2)c1 (configuration not stated)	0.5	0	-1.8	-4.0	-4	.	-8	-0.6	-1.1	-4	-2.3
Cc1ccc(C(=O)N2CCN(C)CC2)cc1S(=O)(=O)N1CCOCC1	-0.4	2	-0.6	3.4	-2	-0.2	-1	-0.7	0.5	-7	-2.2
O=C(Cc1c(O)c2ccccc2[nH]c1=O)NCc1ccccc1F	1.7	1	-0.5	-0.9	0	1.3	-14	0.7	3.0	-7	-0.7
CC12CN(Cc3ccccc3)CC(C)(CN(Cc3ccccc3)C1)C2=O	1.1	-9	-0.7	0.2	0	2.1	-5	0.5	-5.5	-5	1.0
COc1cc(OC)cc(C(=O)NCCCCCCNC(=O)c2cc(OC)cc(OC)c2)c1	-1.3	-2	-1.2	-2.3	0	-0.9	-1	-1.3	1.6	1	-2.3
The list continues.
SMILES	hgDAF-12 ag	NPR1 activator	ssDAF12 agonist	PG9 binder	SMARCA2 activ	DAX1 inh-1	ADAM10 inh	DAX1 inh-2	GAA850 FXN act	ADAM17 inh	hcDAF-12 act
COc1ccc(C(CNC(=O)c2cccc(S(=O)(=O)N3CCc4ccccc43)c2)N(C)C)cc1 (configuration not stated)	-1.1	-29	-1.1	0.3	0	-0.5	-6	0.3	-2.5	-3	1.6
O=S(=O)(c1ccccc1)c1cnc(-c2ccccc2)nc1N1CCCCC1	1.3	-4	-0.3	1.4	0	1.5	6	1.0	1.9	4	0.7
O=C(CSc1nc2ccccc2c(=O)[nH]1)Nc1ccc(S(=O)(=O)N2CCCC2)cc1	-2.9	-9	-0.7	0.8	-4	-1.5	-7	-1.6	-1.4	-1	-1.6
O=S(=O)(N/N=C\c1cccnc1)c1ccccc1	0.3	1	-0.6	-3.2	0	0.2	2	-0.7	-0.5	3	3.1
CSc1ncccc1C(=O)OCC(=O)c1ccc2c(c1)NC(=O)CO2	2.4	17	-0.2	1.2	-5	1.1	-3	0.3	1.1	-7	-1.6
O=C(N/N=C/c1ccc(Br)cc1)c1cc[n+](Cc2ccccc2)cc1	-3.7	1	-1.4	-0.8	-3	-2.1	2	-0.3	-4.3	2	0.7
COc1ccc(OCC(=O)Nc2nc3cc4c(cc3s2)OCCO4)cc1	1.3	-3	-0.8	3.6	-2	0.3	-16	-1.0	1.2	-5	-1.1
COc1c2c(cc3oc(=O)c4c5ccc(O)cc5oc4c13)OC(C)(C)CC2	-1.1	3	-1.3	3.7	1	2.8	-91	-1.2	0.5	-22	-0.9
CCC(=O)N1CCc2cc(Br)c(S(=O)(=O)N3CCC(C(=O)NC(C)(C)C)CC3)cc21	-1.3	-1	-0.5	.	-1	.	-7	-0.6	.	-1	-1.4
CN1CCCN(C(=O)CNC(=O)c2ccccc2Br)CC1	1.6	4	-0.9	-2.4	5	-0.2	7	2.0	2.5	-6	-0.2
